Screening data: PubChem BioAssay, National Center for Advancing Translational Sciences (NCATS)
mIDH1 inhibitor: qHTS for Inhibitors of mutant isocitrate dehydrogenase 1 (IDH1): qHTS. Isocitrate dehydrogenase [NADP] cytoplasmic (Homo sapiens), O75874. Potency, µM (doses to about 76.6 µM), for the others: top-dose activity change, negative = inhibition, hits mostly inhibitors. IDH1-R132H enzyme, NADPH consumption, diaphorase/resazurin fluorescence. 0.093% of 390,000 active; further: potency means the concentration at half of the fitted maximal effect; on the % scale 0 is the no-effect control and ±100 the full control effect; nearly all actives have a fitted effect of over 65% in size
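IDH1-R132H (0.5 ug/mL) preincubated 30 min with compound, then NADPH (0.016 mM) and alpha-KG (2 mM) added; 80 min at RT, pH 7.5. Remaining NADPH coupled via diaphorase/resazurin to fluorescence (540/590 nm); concentration-response curves normalized to no-enzyme control.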
USP1 inh: Inhibitors of USP1/UAF1: Primary Screen. Ubiquitin carboxyl-terminal hydrolase 1 (Homo sapiens), O94782. recombinant USP1/UAF1, Ub-Rhodamine cleavage fluorescence. Potency, µM (doses to about 57.1 µM), without a hit: at the highest dose activity change, negative = inhibition, actives largely listed as inhibitors. 0.23% of 390,000 active; further: potency means the concentration at half of the fitted maximal effect; on the % scale 0 is the no-effect control and ±100 the full control effect; nearly all actives have a fitted effect of over 60% in size; inactives centre near -12
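1 nM enzyme complex + cpd, 15 min RT; start with Ub-Rho 150nM final; kinetic fluorescence ex 480/em 540, 6 reads q60 s. Buffer 50mM HEPES pH 7.8, 0.5mM EDTA, 0.1 mg/ml BSA, 1mM TCEP, 0.01% Tween-20.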
TRHR ag: qHTS for Small Molecule Agonists and Allosteric Enhancers of Human TRH Receptor: Primary Screen for Agonists; 0.18% of 360,000 active; TRHR cells, calcium flux fluo-8, FDSS agonist mode; activation, % at 2 µM; Thyrotropin-releasing hormone receptor (Homo sapiens), P34981; in the data active means activation above about 30%; further: 0% is about no effect
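TRHR-expressing cells loaded with fluo-8 calcium dye; 23 nL library compound pin-transferred, kinetic FDSS fluorescence (Ex 480/Em 530) recorded about 180 s for agonist-induced calcium release, before a 10 nM TRH EC20 addition for potentiator mode.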
D2 agonist: HTS Assay for Allosteric Agonists of the Human D2 Dopamine Receptor: Primary Screen for Agonists; 0.53% of 340,000 active; D(2) dopamine receptor (Homo sapiens), P14416; AID 485358, 2010; activation, % at 2 µM; HEK293 T-REx D2 cells, calcium flux agonist mode;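 active means activation over 3 SD above normal in the single-dose calcium agonist read, cut at about 30% in these data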; further: 0% is about no effect
Target sequence (P14416 whole entry, looked up): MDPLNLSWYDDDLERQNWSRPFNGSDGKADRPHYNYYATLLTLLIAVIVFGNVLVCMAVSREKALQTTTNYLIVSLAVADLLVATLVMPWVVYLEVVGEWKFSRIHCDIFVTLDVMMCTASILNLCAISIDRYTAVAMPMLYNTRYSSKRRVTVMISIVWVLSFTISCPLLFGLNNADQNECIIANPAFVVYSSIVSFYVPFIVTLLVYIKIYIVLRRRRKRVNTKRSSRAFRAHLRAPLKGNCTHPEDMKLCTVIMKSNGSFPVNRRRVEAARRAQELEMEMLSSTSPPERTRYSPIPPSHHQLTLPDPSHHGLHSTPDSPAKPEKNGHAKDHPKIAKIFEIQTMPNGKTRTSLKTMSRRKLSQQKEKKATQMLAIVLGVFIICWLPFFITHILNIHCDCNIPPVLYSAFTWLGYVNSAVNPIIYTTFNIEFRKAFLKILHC
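In this primary screen, compounds producing a positive calcium signal within 180 s of addition to tetracycline-induced, force-coupled HEK293 Trex D2 cells are flagged; cells are dye-loaded with a no-wash calcium kit beforehand.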
PI4K2A inh: qHTS for small molecular inhibitors of PI4K2A; Phosphatidylinositol 4-kinase type 2-alpha (Homo sapiens), Q9BTU6; AID 1346378, 2018; purified PI4K2A, ADP-Glo luminescence, 1 h; stronger effect = lower value; activity change, negative = inhibition, % at 76.9 µM; 0.13% of 420,000 active; in the data active means activity change below about -50%; inconclusive means mostly about -30% to -49%;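 further: -100% = wells without enzyme as full effect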
Target sequence (Q9BTU6 whole entry, looked up): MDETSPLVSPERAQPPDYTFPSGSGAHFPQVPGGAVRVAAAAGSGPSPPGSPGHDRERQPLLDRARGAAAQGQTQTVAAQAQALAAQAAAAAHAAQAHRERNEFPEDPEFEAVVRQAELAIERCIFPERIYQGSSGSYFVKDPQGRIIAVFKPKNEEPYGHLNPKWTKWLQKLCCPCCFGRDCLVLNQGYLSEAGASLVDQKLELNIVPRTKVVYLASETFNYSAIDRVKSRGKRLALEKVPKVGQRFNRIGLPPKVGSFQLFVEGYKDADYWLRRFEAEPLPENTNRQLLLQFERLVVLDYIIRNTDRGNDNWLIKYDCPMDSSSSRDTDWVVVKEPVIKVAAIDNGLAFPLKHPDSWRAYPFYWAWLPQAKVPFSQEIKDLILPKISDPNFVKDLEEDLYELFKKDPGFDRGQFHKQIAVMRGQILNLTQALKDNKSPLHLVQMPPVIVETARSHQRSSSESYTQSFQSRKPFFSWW
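In this quantitative HTS, ADP production by PI4K2A was quantified luminescently after 1 h at ambient temperature; 100 microM adenosine served as plate-quality control.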
TrxR1 substrate: qHTS Assay for Substrates of Mammalian Selenoprotein Thioredoxin Reductase 1 (TrxR1): qHTS | AID 588456, 2011 | 0.01% of 390,000 active | purified TrxR1 substrate turnover, NADPH consumption readout | Potency, µM (highest dose often 114 µM), without a hit: top-dose activity change, negative = substrate turnover | Thioredoxin reductase 1, cytoplasmic (Rattus norvegicus), O89049; further: potency means the concentration at half of the fitted maximal effect; on the % scale 0 is the no-effect control and ±100 the full control effect; nearly all actives have a fitted effect of over 50% in size
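Rat TrxR1, dispensed at 90 nM, was prereduced with 400 uM NADPH (final) for 5 min at ~22 deg C, then incubated with compound 15 min before 400 uM selenite. A first-read NADPH fluorescence drop versus no-compound background flagged substrates.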
TrxR1 inh: qHTS Assay for Inhibitors of Mammalian Selenoprotein Thioredoxin Reductase 1 (TrxR1): qHTS. Thioredoxin reductase 1, cytoplasmic (Rattus norvegicus), O89049. recombinant rTrxR1, NADPH fluorescence consumption, selenite substrate. Potency, µM (doses to about 114 µM), for inactives: at the highest dose activity change, negative = inhibition, most hits filed as inhibitors. 1% of 390,000 active; further: potency means the concentration at half of the fitted maximal effect; on the % scale 0 is the no-effect control and ±100 the full control effect; nearly all actives have a fitted effect of over 65% in size
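Rat TrxR1 (90 nM in the dispensed reagent) was pre-reduced with 400 uM NADPH for 5 min at room temperature, then incubated with compound for 15 min. After 400 uM selenite was added, NADPH fluorescence (Ex 340/Em 450 nm) was followed for 8 min.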
TRHR PAM: qHTS for Small Molecule Agonists and Allosteric Enhancers of Human TRH Receptor: Primary Screen for Enhancers; TRHR cells, fluo-8 calcium fluorescence, EC20 TRH enhancement; enhancement, % at 2 µM; 0.66% of 360,000 active; in the data active means enhancement above about 30%; further: 0% is about no effect
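TRHR-expressing cells loaded with fluo-8 calcium dye were read kinetically (ex 480/em 530) during compound addition, then stimulated with an EC20 of TRH (10 nM final). Enhancement of the Gq-mediated intracellular calcium response was scored.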
D2 antag: HTS Assay for Allosteric Antagonists of the Human D2 Dopamine Receptor: Primary Screen for Antagonists; D(2) dopamine receptor (Homo sapiens), P14416; inhibition, % at 10 µM; 2% of 340,000 active; HEK293 TREx D2 cells, calcium flux, dopamine EC80; in the data active means inhibition above about 30%; further: 0% is about no effect
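In this primary screen, negative modulation is detected by tracking calcium flux after an EC80 dopamine challenge in inducible HEK293 T-REx D2 cells preexposed to test compound for 180 s.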
The depositor's hits bear a star; ? = inconclusive; nt = not tested or not shown; & = joins results of further samples; [ ] = remark or other dose. Unless noted, the call rests on the fitted dose curve; in most records, active means well fitted inhibition curve with a large enough effect; inconclusive means small, poorly fitted or top-dose-only effect; inactive means no such curve, though single readings can be large or run the other way.

structure	mIDH1 inhibitor	USP1 inh	TRHR ag	D2 agonist	PI4K2A inh	TrxR1 substrate	TrxR1 inh	TRHR PAM	D2 antag
COc1ccc(C(=O)NC(=S)NNC(=O)c2ccco2)cc1	0%	-19%	1.7	9.6	-5	-1%	-7%	3	14
Cc1ccc(OCCSCc2nnc(NC(=O)Nc3cccc(Cl)c3)s2)cc1	1%	-8%	-0.5	0.3	4	13%[57.1 µM]	11%[57.1 µM]	-8	12
Cc1ccc(S(=O)(=O)c2cnc(SCC(=O)Nc3ccc4c(c3)OCCO4)[nH]c2=O)cc1Cl	-14%	-29%	0.4	nt	-7	-5%[57.1 µM]	7%[57.1 µM]	4	nt
Cc1ccc([N+](=O)[O-])cc1N=Nc1c(-c2ccc([N+](=O)[O-])cc2)[nH]n(C(N)=S)c1=O	-9%	-23%	-0.2	3.3	-5	-7%	4%	10	27
CCOc1ccccc1NC(=O)C1CCCN(C(=O)Nc2ccccc2)C1 (stereo unspecified)	0%	3%	-0.3	-1.5	5	-12%	-8%	5	12
CC1CCCN(C(=O)c2nn(C)c3c2CSc2ccccc2-3)C1 (stereo unspecified)	3%	-12%	-0.2	-0.2	1	2%	-18%[57.1 µM]	-2	-17
CCOC(=O)N1CCN(CC(=O)N2CCC(C(N)=O)CC2)CC1	9%	-15%	0.2	0.0	-3	14%[0.0914 µM]	-3%	2	-23
COCCN(Cc1ccccc1)C(=O)c1cc(-c2ccc(OC)c(OC)c2)nc2ccccc12	1%	-6%	-0.7	nt	4	13%	-7%	2	nt
CC(=O)Nc1ccc(NC(=O)C2CCC(N3C(=O)C4C5C=CC(C6CC56)C4C3=O)CC2)cc1 (stereo unspecified)	-6%	-19%	0.0	0.5	0	2%	25µM*	-5	-12
Cc1cc(C)n(-c2ccc(C(=O)Nc3ccc4c(c3)OCCO4)cc2)n1	6%	-5%	-3.2	0.5	-9	-5%	0%	-4	-21
C=CCN1CCN(C(=O)CSc2ccccc2)CC1	1%	-3%	0.9	1.9	-7	5%	26%	-6	-6
CC(NC(=O)C1CCN(S(=O)(=O)c2ccccc2)CC1)c1ccccc1 (stereo unspecified)	0%&20%	-13%&-9%	0.1&-0.1	0.2&-0.5	-4&1	7%	15%	-1&-5	6
COc1cc(/C=C/C(=O)OCC(=O)Nc2ccc(NC(C)=O)cc2)cc(S(=O)(=O)N2CCc3ccccc32)c1OC	-8%	-25%	1.3	0.9	-2	-3%	10%	5	12
CCOC(=O)C1CCN(C(=O)c2ccc(OC3CCN(C(=O)COC)CC3)cc2)CC1	-13%	0%	0.3	0.5	1	6%	27%	-4	0
C=CC(C)n1c(Br)nc2c1c(=O)[nH]c(=O)n2C (stereo unspecified)	0%	-25%	1.0	0.5	1	-8%	-12%	-1	0
COCC(=O)N1CCC(Oc2ccc(C(=O)NCCc3ncccc3C)cc2)CC1	0%	-19%	1.2	0.4	-6	3%	13%	-2	5
O=C(CCS(=O)(=O)c1ccc(Br)cc1)Nc1ccc(F)cc1F	-8%	-27%	-0.4	0.0	1	-1%[57.1 µM]	5%[57.1 µM]	-4	nt
O=C(NCCc1ccccc1)C(=O)NCC1OCCN1S(=O)(=O)c1ccc(Cl)cc1 (stereo unspecified)	7%	-13%	-0.3	-1.0	4	-1%	14%	12	-4
COc1ccccc1-c1ocnc1C(=O)Nc1ccc(N2CCOCC2)cc1N1CCOCC1	-1%	-5%	-1.0	-0.8	-1	-3%[57.1 µM]	6%[57.1 µM]	3	-8
CC(C(=O)N1CCOCC1)(c1ccccc1)c1ccccc1	5%	-6%	-0.4	0.5	0	7%	17%	-19	11
O=C(O)c1ccc(CSc2nc3ccccc3o2)cc1	-4%	-3%	0.2	0.6	-3	1%	-2%	1	-13
Cc1ccc2nc(COc3cccc(NC(=O)COc4ccc(F)cc4)c3)cc(=O)n2c1	?	?	-0.2	1.0	-2	-6%[57.1 µM]	3%[57.1 µM]	-5	nt
Cc1ccn2c(c1)nc(=O)c1cc(S(=O)(=O)N3CCCCC3)c(Cl)cc12	5%	-29%	0.6	0.1	-1	1%	9%	-8	nt
O=c1cc(O)c2c(=O)n(-c3ccccc3)c3c(c2o1)CCCCCC3	-1%	-10%	0.1	1.7	-5	-15%	-2%	1	0
C/C(=N\Nc1ccc([N+](=O)[O-])cc1)c1ccco1	-9%	?	3.6	3.4	1	4%[57.1 µM]	3%[57.1 µM]	-2	11
Cc1ccc(-c2cc(C(F)F)n3ncc(C(=O)NCc4ccco4)c3n2)cc1	1%	-19%	-0.1	0.0	0	6%[57.1 µM]	13%[57.1 µM]	2	3
O=C(NCCO)C(=O)NCC1OCCCN1S(=O)(=O)c1ccc2c(c1)OCCO2 (stereo unspecified)	2%	-15%	0.6	-0.1	0	5%	16%	0	1
O=C(Nc1ccc(OC(F)(F)F)cc1)C1CCN(S(=O)(=O)c2ccc3[nH]c(=O)ccc3c2)CC1	-2%	-25%	0.4	nt	-3	0%[57.1 µM]	24%[57.1 µM]	0	nt
CCCN1CCN(CCCNC(=O)c2cc3c(Cl)nc4ccccc4c3s2)CC1	13%	-20%	2.2	2.8	-5	3%	3%	5	nt
CS(=O)(=O)NN1C(=O)c2ccccc2NC1c1cc2ccccc2nc1Cl (stereo unspecified)	-9%	-11%	0.0	0.7	-2	2%	8%	0	4
CC(C)C[C@H](NC(=O)Nc1cccc(Cl)c1)C(=O)O	-1%	-7%	-0.2	0.1	-2	-3%	0%	-8	6
Cc1ccc2cc(CN(Cc3cccs3)Cc3nnnn3CC3CCCO3)c(=O)[nH]c2c1C (stereo unspecified)	6%	-13%	-0.2	1.8	4	-2%	4%	-1	-28
O=C(CN1C(=O)NC2(CCCCCCC2)C1=O)NCc1cccs1	-7%	-10%	-0.1	1.4	1	4%	11%	29	9
C=CCn1c(-c2cccn(Cc3cccc(Cl)c3)c2=O)n[nH]c1=S	2%	-16%	0.1	-0.1	2	6%[57.1 µM]	?	3	4
Cc1ccc(-c2nc3nc4ccccc4nc3n2Cc2ccco2)cc1	-3%	-14%	-1.1	0.0	8	19%	?	1	-28
CCN(C[C@H]1N[C@@](CC)(C(=O)OC)[C@H]2C(=O)N(Cc3ccccc3)C(=O)[C@@H]12)S(=O)(=O)c1ccc(C(C)(C)C)cc1	-4%	-11%	nt	nt	0	-7%	9%	nt	nt
CCn1c(-c2cccn(Cc3ccc(Cl)cc3Cl)c2=O)n[nH]c1=S	-3%	-17%	1.5	0.0	0	7%[57.1 µM]	-14%[57.1 µM]	3	1
Cc1ccc(-c2nn3c(C)nnc3c3ccccc23)cc1S(=O)(=O)NCc1ccco1	6%	1%	-0.8	0.7	-1	8%	-30%	12	-4
Cc1cc(C(=O)NCC23CC4CC(CC(C4)C2)C3)c(C)o1	nt	nt	-0.2	-0.6	nt	nt	nt	1	8
Cc1ccc(NC(=S)N/N=C/c2ccc([N+](=O)[O-])s2)cc1	0%	-25%	5.5	3.8	-5	1%	-23%	-3	-8

Exported as labelled records: part of the list above.
> C/C(=N\Nc1ccc([N+](=O)[O-])cc1)c1ccco1
- mIDH1 inhibitor: -9%
- USP1 inh: ?
- TRHR ag: 3.6
- D2 agonist: 3.4
- PI4K2A inh: 1
- TrxR1 substrate: 4%[57.1 µM]
- TrxR1 inh: 3%[57.1 µM]
- TRHR PAM: -2
- D2 antag: 11
> Cc1ccc2nc(COc3cccc(NC(=O)COc4ccc(F)cc4)c3)cc(=O)n2c1
- mIDH1 inhibitor: ?
- USP1 inh: ?
- TRHR ag: -0.2
- D2 agonist: 1.0
- PI4K2A inh: -2
- TrxR1 substrate: -6%[57.1 µM]
- TrxR1 inh: 3%[57.1 µM]
- TRHR PAM: -5
- D2 antag: nt

The listing continues:
structure	mIDH1 inhibitor	USP1 inh	TRHR ag	D2 agonist	PI4K2A inh	TrxR1 substrate	TrxR1 inh	TRHR PAM	D2 antag
COc1ccc(-n2c(SCC(=O)Nc3ccccc3)nc(O)cc2=O)cc1	-8%	-24%	0.3	0.5	-1	2%	8%	-1	5
Cc1ccc(-n2c(SCn3nnc4ccccc4c3=O)nnc2-c2cccnc2)c(C)c1	-1%	-10%	0.2	-0.9	-2	6%	8%	-6	22
CC1CCc2nc(NC(=O)CN3CCN(Cc4ccc5c(c4)OCO5)CC3)sc2C1 (stereo unspecified)	6%	-17%	-1.3	0.3	4	-4%	-2%	-4	72*
CCc1cc(=O)oc2cc(C)cc(OCc3nn[nH]n3)c12	11%	-25%	0.2	3.1	-10	393%[activator]	21%[57.1 µM]	4	7
CCc1[nH]c(C(=O)O)c(C)c1C(=O)OC	-3%	-2%	0.3	0.3	0	4%	25%	-5	7
COc1ccc2c(c1)c(C(C)=O)c(C)n2-c1ccccc1	-2%	2%	0.7	-0.5	0	5%	20%	1	1
CCCOc1ccc(N2CC(C(=O)Nc3ccccc3OC)CC2=O)cc1 (stereo unspecified)	-9%	-13%	-0.1	0.4	0	5%[57.1 µM]	12%[57.1 µM]	-4	-4
O=C(Oc1ccc(=O)n(-c2ccccc2)n1)c1ccc(F)cc1	0%	-27%	0.1	-0.5	33	8%	?	1	4
Cc1nn(CC(=O)NCc2ccccc2Cl)c(C)c1[N+](=O)[O-]	8%	-4%	-0.3	-0.4	-1	7%	8%	1	-12
COc1ccc(NC(=O)CN2CCC(C)CC2)c([N+](=O)[O-])c1	4%	?	0.3	nt	-4	3%	10%	-1	nt
